From PubChem BioAssay
TcdB inh = inhibitors of Clostridioides difficile toxin B glycohydrolase; TcdB glycohydrolase enzymatic assay, plate reader; 350,000 tested, 0.24% active; inhibition, % at 9.99 µM; in the data active = inhibition above about 10%
Target sequence (P18177 whole entry, looked up): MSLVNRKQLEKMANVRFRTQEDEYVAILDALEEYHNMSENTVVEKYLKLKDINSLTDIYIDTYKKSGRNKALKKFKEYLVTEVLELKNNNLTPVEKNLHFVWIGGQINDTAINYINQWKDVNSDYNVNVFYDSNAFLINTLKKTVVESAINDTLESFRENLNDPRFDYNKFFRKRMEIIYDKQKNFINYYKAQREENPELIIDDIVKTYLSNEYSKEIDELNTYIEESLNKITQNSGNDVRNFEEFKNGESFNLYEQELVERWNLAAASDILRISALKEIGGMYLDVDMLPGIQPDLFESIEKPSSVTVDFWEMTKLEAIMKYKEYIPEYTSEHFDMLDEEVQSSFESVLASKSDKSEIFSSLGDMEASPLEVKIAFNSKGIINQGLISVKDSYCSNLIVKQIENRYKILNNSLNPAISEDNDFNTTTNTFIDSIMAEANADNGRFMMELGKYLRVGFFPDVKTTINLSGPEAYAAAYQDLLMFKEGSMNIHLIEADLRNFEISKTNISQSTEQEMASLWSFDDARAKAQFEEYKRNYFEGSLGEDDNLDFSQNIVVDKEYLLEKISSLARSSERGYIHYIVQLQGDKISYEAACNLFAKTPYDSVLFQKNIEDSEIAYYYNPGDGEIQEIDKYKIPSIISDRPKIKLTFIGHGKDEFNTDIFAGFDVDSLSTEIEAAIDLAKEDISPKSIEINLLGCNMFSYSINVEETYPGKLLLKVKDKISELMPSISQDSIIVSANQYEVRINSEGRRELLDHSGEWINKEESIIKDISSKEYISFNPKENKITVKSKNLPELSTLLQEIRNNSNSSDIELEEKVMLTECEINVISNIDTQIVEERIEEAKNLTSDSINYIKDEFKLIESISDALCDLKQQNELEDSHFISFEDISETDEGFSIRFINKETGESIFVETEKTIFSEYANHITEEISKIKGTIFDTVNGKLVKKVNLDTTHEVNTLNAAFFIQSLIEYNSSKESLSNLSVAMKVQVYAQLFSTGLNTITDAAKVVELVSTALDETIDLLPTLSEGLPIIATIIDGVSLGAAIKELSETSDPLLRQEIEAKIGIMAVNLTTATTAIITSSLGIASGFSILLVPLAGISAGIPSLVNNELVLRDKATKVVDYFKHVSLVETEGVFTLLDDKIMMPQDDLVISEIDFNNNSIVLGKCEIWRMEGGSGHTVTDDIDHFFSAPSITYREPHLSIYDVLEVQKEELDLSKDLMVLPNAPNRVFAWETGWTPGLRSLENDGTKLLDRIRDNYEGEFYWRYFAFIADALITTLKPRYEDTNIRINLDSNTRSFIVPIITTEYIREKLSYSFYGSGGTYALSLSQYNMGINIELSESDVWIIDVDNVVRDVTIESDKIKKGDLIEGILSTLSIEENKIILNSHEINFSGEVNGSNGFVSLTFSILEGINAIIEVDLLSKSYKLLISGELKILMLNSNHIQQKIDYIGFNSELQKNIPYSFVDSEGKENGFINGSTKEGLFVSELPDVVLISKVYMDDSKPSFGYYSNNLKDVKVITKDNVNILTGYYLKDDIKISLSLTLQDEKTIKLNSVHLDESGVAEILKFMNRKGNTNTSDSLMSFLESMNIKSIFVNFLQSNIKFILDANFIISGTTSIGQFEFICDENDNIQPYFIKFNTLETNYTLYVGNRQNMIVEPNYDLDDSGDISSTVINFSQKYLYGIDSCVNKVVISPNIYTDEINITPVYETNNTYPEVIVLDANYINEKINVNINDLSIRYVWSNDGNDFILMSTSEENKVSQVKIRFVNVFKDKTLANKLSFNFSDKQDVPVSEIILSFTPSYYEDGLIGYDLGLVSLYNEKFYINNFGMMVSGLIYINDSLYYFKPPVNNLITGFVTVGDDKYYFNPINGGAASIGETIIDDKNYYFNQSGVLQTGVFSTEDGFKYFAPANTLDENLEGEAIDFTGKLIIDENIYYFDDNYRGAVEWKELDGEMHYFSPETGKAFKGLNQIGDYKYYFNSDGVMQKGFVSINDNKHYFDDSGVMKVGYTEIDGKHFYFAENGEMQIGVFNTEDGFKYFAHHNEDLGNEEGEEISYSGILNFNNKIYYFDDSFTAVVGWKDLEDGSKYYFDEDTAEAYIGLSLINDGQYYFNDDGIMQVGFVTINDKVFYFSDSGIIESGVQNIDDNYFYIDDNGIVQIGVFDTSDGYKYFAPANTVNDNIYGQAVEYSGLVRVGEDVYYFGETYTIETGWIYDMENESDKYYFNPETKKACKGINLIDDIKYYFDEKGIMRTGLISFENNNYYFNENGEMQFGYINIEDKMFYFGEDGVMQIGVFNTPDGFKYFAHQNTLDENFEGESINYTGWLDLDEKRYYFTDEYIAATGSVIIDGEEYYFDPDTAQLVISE
An asterisk follows results filed as active. Not all compounds are listed; count on the stated rates, not on these rows.

SMILES	TcdB inh
C[C@@H]1CCCCO[C@H](CN(C)S(=O)(=O)c2ccccc2)[C@@H](C)CN([C@H](C)CO)C(=O)c2cc(N(C)C)ccc2O1	-5.8
C[C@H]1CN([C@@H](C)CO)C(=O)c2cc(NC(=O)Cc3ccccc3)ccc2O[C@@H]1CN(C)Cc1ccc2c(c1)OCO2	0.1
C[C@H]1CN([C@@H](C)CO)C(=O)c2cc(C3=CCCCC3)cnc2O[C@H]1CN(C)C(=O)c1ccncc1	0.1
Cc1noc(C)c1NC(=O)Nc1ccc2c(c1)C(=O)N([C@H](C)CO)C[C@H](C)[C@@H](CN(C)C(=O)Nc1c(C)noc1C)OCCCC[C@H](C)O2	0.1
CC(C)CC#Cc1cnc2c(c1)C(=O)N([C@H](C)CO)C[C@@H](C)[C@@H](CN(C)C(=O)c1cccnc1)O2	-0.1
CNC(=O)C[C@H]1CC[C@@H]2[C@@H](COc3ccc(NC(=O)Nc4cccc(Cl)c4)cc3C(=O)N2C)O1	4.3
C[C@H]1CN([C@@H](C)CO)S(=O)(=O)c2ccc(-c3ccc(C(=O)N(C)C)cc3)cc2O[C@@H]1CN(C)C(=O)C1CCCCC1	2.3
CO[C@H]1CN(C)C(=O)c2ccc(NC(=O)Nc3ccccc3)cc2OC[C@@H](C)N(CC2CC2)C[C@H]1C	0.0
CC(=O)N(C)C[C@@H]1Oc2cc(C#CC3CCCC3)ccc2S(=O)(=O)N([C@@H](C)CO)C[C@@H]1C	-0.2
C[C@@H]1CN([C@H](C)CO)C(=O)Cc2cc(NS(=O)(=O)c3ccccc3)ccc2O[C@@H]1CN(C)C	-5.9
CNC[C@H]1Oc2ccc(NC(=O)NC(C)C)cc2CC(=O)N([C@H](C)CO)C[C@H]1C	-0.1
O=C(Cc1ccccn1)N1CC(=O)N2[C@H](C1)[C@H](c1ccc(-c3ccc(F)cc3)cc1)[C@@H]2CO	0.5
C[C@H](CO)N1C[C@H](C)[C@@H](CN(C)Cc2ccc(C(=O)O)cc2)OCCCC[C@H](C)Oc2ccc(NC(=O)CCCN(C)C)cc2C1=O	0.9
CNC(=O)C[C@H]1CC[C@@H]2[C@H](COc3ccc(NC(=O)Nc4ccccc4)cc3C(=O)N2C)O1	3.1
C[C@H](O)C#Cc1ccc([C@H]2[C@H](CO)N3CCCCN(C(=O)c4ccc5c(c4)OCO5)C[C@@H]23)cc1	-0.4
C[C@H](CO)N1C[C@H](C)[C@H](CN(C)C(=O)Nc2ccc(C(F)(F)F)cc2)Oc2ccc(NC(=O)Cc3ccccc3)cc2CC1=O	-0.2
C[C@@H]1CN([C@@H](C)CO)C(=O)c2cc(-c3cncnc3)cnc2O[C@@H]1CN(C)C(=O)CN1CCOCC1	0.1
C[C@@H]1CN([C@H](C)CO)C(=O)c2cccc(NC(=O)NC3CCCCC3)c2O[C@@H]1CN(C)Cc1ccc(Oc2ccccc2)cc1	0.2
CN1CCCCN2[C@H](CO)[C@@H](c3ccc(Br)cc3)[C@@H]2C1	0.7
C[C@H](CO)N1C[C@H](C)[C@H](CN(C)C(=O)Nc2cccc3ccccc23)Oc2ccc(NC(=O)Nc3ccccc3)cc2C1=O	-0.7
Cc1noc(C)c1NC(=O)N(C)C[C@H]1OCc2ccccc2-c2ccccc2C(=O)N([C@@H](C)CO)C[C@@H]1C	-0.2
C[C@H](CO)N1C[C@H](C)[C@@H](CN(C)C(=O)c2ccccc2F)Oc2ncc(C#Cc3ccc(F)cc3)cc2C1=O	1.1
C[C@H](CO)N1C[C@H](C)[C@H](CN(C)Cc2ccc(Cl)c(Cl)c2)Oc2c(NC(=O)Nc3ccc(F)cc3)cccc2C1=O	0.4
Cc1ccc(S(=O)(=O)N2CC[C@@H]3[C@H]2c2cc(-c4cccc(C#N)c4)ccc2N(C)[C@H]3CO)cc1	0.5
COc1cccc(NC(=O)Nc2ccc3c(c2)C(=O)N(C)C[C@H](OC)[C@@H](C)CN[C@@H](C)CO3)c1	1.8

3 compounds picked at random from those above, as already listed:
SMILES	TcdB inh
CO[C@H]1CN(C)C(=O)c2ccc(NC(=O)Nc3ccccc3)cc2OC[C@@H](C)N(CC2CC2)C[C@H]1C	0.0
O=C(Cc1ccccn1)N1CC(=O)N2[C@H](C1)[C@H](c1ccc(-c3ccc(F)cc3)cc1)[C@@H]2CO	0.5
CC(=O)N(C)C[C@@H]1Oc2cc(C#CC3CCCC3)ccc2S(=O)(=O)N([C@@H](C)CO)C[C@@H]1C	-0.2

Carrying on:
SMILES	TcdB inh
Cc1ccc(S(=O)(=O)Nc2ccc3c(c2)CC(=O)N([C@@H](C)CO)C[C@@H](C)[C@H](CN(C)C(=O)Nc2ccc4c(c2)OCO4)O3)cc1	-1.6
COc1cccc(CNC(=O)C[C@H]2C=C[C@H](NC(=O)C3CC3)[C@@H](CO)O2)c1	-0.8
C[C@H]1CN([C@@H](C)CO)C(=O)Cc2cc(NC(=O)Nc3ccc(F)cc3)ccc2O[C@H]1CN(C)C(=O)Nc1cccc2ccccc12	0.1
C[C@@H]1CN([C@H](C)CO)C(=O)c2cc(-c3ccccc3)cnc2O[C@@H]1CN(C)C(=O)Nc1ccccc1F	-0.9
C[C@H](CO)N1C[C@H](C)[C@H](CN(C)CC2CCCCC2)Oc2ccc(NC(=O)c3ccncc3)cc2CC1=O	0.4
CC=Cc1ccc2n(c1=O)C[C@H]1[C@H](CO)[C@@H](C(=O)NCC3CC3)[C@@H]2N1Cc1ccccc1 (mixture of isomers)	-0.2
CC(C)CC#Cc1ccc([C@@H]2[C@@H](CO)N3C(=O)CN(S(=O)(=O)c4ccccc4)C[C@@H]23)cc1	-0.4
OC[C@@H]1[C@@H](c2ccccc2)C2(CN(Cc3nccs3)C2)N1Cc1cccnc1	-0.3
CC(C)CC#Cc1ccc2c(c1)O[C@H](CN(C)C(=O)NC(C)C)[C@@H](C)CN([C@@H](C)CO)S2(=O)=O	0.8
CCCC#Cc1cnc2c(c1)C(=O)N([C@@H](C)CO)C[C@H](C)[C@@H](CN(C)C(=O)C1CCOCC1)O2	-1.0
CCCC(=O)N1CCC2(CC1)CN(Cc1cccnc1)[C@H](CO)c1[nH]c3cc(OC)ccc3c12	-1.5
C[C@@H]1CCCCO[C@@H](CN(C)Cc2ccccc2)[C@H](C)CN([C@H](C)CO)C(=O)c2cc(NC(=O)Nc3cccc4ccccc34)ccc2O1	0.4
CC(C)CC#Cc1cnc2c(c1)C(=O)N([C@@H](C)CO)C[C@@H](C)[C@H](CN(C)C(=O)NC1CCCC1)O2	-1.5
CCNC(=O)C[C@H]1CC[C@H]2[C@H](COc3ccc(NC(=O)Nc4ccc(C)cc4)cc3C(=O)N2C)O1	-0.8
Cc1ccc(S(=O)(=O)N(C)C[C@@H]2Oc3cc(C#CC4CCCC4)ccc3S(=O)(=O)N([C@H](C)CO)C[C@@H]2C)cc1	-1.7
O=C(N[C@@H]1CC[C@@H](CCn2cc(C3(O)CCCC3)nn2)O[C@H]1CO)C1CCCC1	-0.3
COCC(=O)Nc1ccc2c(c1)C(=O)N(C)C[C@H](OC)[C@@H](C)CN(C(=O)c1cccnc1)[C@@H](C)CO2	-0.6
COc1ccc(NC(=O)Nc2ccc3c(c2)C(=O)N([C@@H](C)CO)C[C@H](C)[C@@H](CN(C)C(=O)Nc2c(C)noc2C)OCCCC[C@H](C)O3)cc1	0.6
CCC(=O)N1C[C@H](C)[C@H](OC)CN(C)C(=O)c2ccc(NC(=O)c3ccc(F)cc3)cc2OC[C@H]1C	-0.3
O=C(C[C@H]1C=C[C@H](NC(=O)c2cnccn2)[C@H](CO)O1)NCc1ccccc1F	-1.3
C/C=C/c1ccc2c(c1)O[C@H](CN(C)C(=O)c1ccccn1)[C@H](C)CN([C@@H](C)CO)S2(=O)=O	0.1
Cc1cc(C(=O)Nc2cccc3c2O[C@H](CN(C)Cc2ccc(C(=O)Nc4ccccc4N)cc2)[C@H](C)CN([C@@H](C)CO)C3=O)n(C)n1	0.1
O=C(C[C@@H]1CC[C@@H]2[C@H](COC[C@H](O)CN2CCC(F)(F)F)O1)NCc1ccc(Oc2ccccc2)cc1	-1.8
C[C@H](CO)N1C[C@H](C)[C@@H](CN(C)C(=O)Nc2ccccc2F)Oc2cc(-c3ccccc3)ccc2S1(=O)=O	-1.3
C[C@H](CO)N1C[C@H](C)[C@H](CN(C)C(=O)Nc2ccc(C(F)(F)F)cc2)OCCCC[C@H](C)Oc2ccc(NC(=O)Nc3ccc(F)cc3)cc2C1=O	1.4

Quoted from the listing for reference:
SMILES	TcdB inh
C[C@@H]1CCCCO[C@H](CN(C)S(=O)(=O)c2ccccc2)[C@@H](C)CN([C@H](C)CO)C(=O)c2cc(N(C)C)ccc2O1	-5.8
C[C@H]1CN([C@@H](C)CO)C(=O)c2cc(NC(=O)Cc3ccccc3)ccc2O[C@@H]1CN(C)Cc1ccc2c(c1)OCO2	0.1
C[C@H]1CN([C@@H](C)CO)C(=O)c2cc(C3=CCCCC3)cnc2O[C@H]1CN(C)C(=O)c1ccncc1	0.1
Cc1noc(C)c1NC(=O)Nc1ccc2c(c1)C(=O)N([C@H](C)CO)C[C@H](C)[C@@H](CN(C)C(=O)Nc1c(C)noc1C)OCCCC[C@H](C)O2	0.1

The results go on:
SMILES	TcdB inh
CN1c2ccc(C#Cc3cccnc3)cc2[C@@H]2[C@@H](CCN2C(=O)C2CC2)[C@H]1CO	-3.7
O=C(C[C@H]1CC[C@H]2[C@@H](COC[C@@H](O)CN2Cc2cc(F)cc(F)c2)O1)NC1CCCC1	-1.1
O=C(C[C@@H]1C[C@@H]2c3cc(NC(=O)C4CCC4)ccc3O[C@@H]2[C@H](CO)O1)NCC(F)(F)F	-0.1
COC(=O)C[C@@H]1C[C@H]2c3cc(NC(=O)C4CCC4)ccc3O[C@H]2[C@H](CO)O1	1.1
O=C(C[C@H]1CC[C@@H]2[C@H](COC[C@H](O)CN2C(=O)Nc2cc(Cl)cc(Cl)c2)O1)N1CCCCC1	0.7
O=C(NCc1ccncn1)[C@H]1[C@H](CO)[C@H]2Cn3c(ccc(-c4cccc(F)c4)c3=O)[C@H]2N1CC1CC1	-0.2
C/C=C/c1ccc2c(c1)O[C@@H](CN(C)C)[C@@H](C)CN([C@H](C)CO)S2(=O)=O	-0.2
COc1ccc(CN(C)C[C@H]2Oc3ccc(NS(=O)(=O)c4ccc(OC)cc4)cc3C(=O)N([C@H](C)CO)C[C@H]2C)cc1	-0.3
COc1cccc(NC(=O)N[C@@H]2CC[C@@H](CC(=O)N3CCCCC3)O[C@H]2CO)c1	-1.9
C[C@@H]1CN([C@H](C)CO)C(=O)c2ccccc2-c2ccccc2CO[C@H]1CN(C)C(=O)CCN(C)C	-0.2
C[C@@H]1CN([C@H](C)CO)C(=O)c2cccc(NC(=O)NC3CCCCC3)c2O[C@H]1CN(C)S(=O)(=O)c1ccc(Cl)cc1	0.0
Cc1ccc(S(=O)(=O)N(C)C[C@H]2Oc3ccc(NC(=O)c4ccncc4)cc3C(=O)N([C@@H](C)CO)C[C@H]2C)cc1	-0.2
COc1ccccc1S(=O)(=O)N[C@H]1CC[C@@H](CC(=O)N2CCN(C)CC2)O[C@H]1CO	0.9
CN(C)CC(=O)N[C@H]1CC[C@H](CC(=O)NCc2ccccc2F)O[C@@H]1CO	0.8
COc1ccccc1CNC(=O)C[C@@H]1C[C@H]2c3cc(NC(=O)c4cccnc4)ccc3O[C@H]2[C@@H](CO)O1	0.5
CCCC#Cc1cnc2c(c1)C(=O)N([C@H](C)CO)C[C@H](C)[C@@H](CN(C)Cc1cccnc1)O2	-3.7
Cc1ccccc1-c1ccc([C@H]2[C@@H](CO)N3CCCCN(C(=O)CN4CCOCC4)C[C@@H]23)cc1	-1.3
COc1ccc(-c2cnc3c(c2)C(=O)N([C@@H](C)CO)C[C@@H](C)[C@@H](CN(C)Cc2cccnc2)O3)cc1	0.7
C[C@H](CO)N1C[C@H](C)[C@@H](CN(C)Cc2ccccc2)OCCCC[C@H](C)Oc2ccc(NC(=O)c3ccncc3)cc2C1=O	0.1
O=C(NCC[C@@H]1CC[C@H](NC(=O)Nc2cc(F)ccc2F)[C@@H](CO)O1)Nc1ccc(F)cc1	0.9
Cc1nn(C)cc1NC(=O)C[C@H]1CC[C@H]2[C@H](COc3ccc(NC(=O)c4cccc(F)c4)cc3C(=O)N2C)O1	-6.2
Cc1cc(C(=O)Nc2cccc3c2O[C@H](CN(C)Cc2ccc(C(=O)O)cc2)[C@@H](C)CN([C@@H](C)CO)C3=O)n(C)n1	-9.0
CCS(=O)(=O)N[C@H]1C=C[C@@H](CC(=O)Nc2ccc(-c3ccccc3)cc2)O[C@H]1CO	1.1
COc1ccc(-c2ccc([C@@H]3[C@@H](CO)N4C(=O)CN(C(=O)C5CCOCC5)C[C@H]34)cc2)cc1	-0.5
C[C@H](CO)N1C[C@H](C)[C@H](CN(C)Cc2ccc(Oc3ccccc3)cc2)Oc2ccc(NC(=O)Cn3cnnn3)cc2CC1=O	0.9

Further structures
SMILES	TcdB inh
C[C@@H]1CN([C@H](C)CO)C(=O)c2cc(C#Cc3ccncc3)cnc2O[C@@H]1CN(C)Cc1ccncc1	-14.2
COc1ccc(NC(=O)Nc2ccc3c(c2)CC(=O)N([C@@H](C)CO)C[C@@H](C)[C@H](CN(C)S(=O)(=O)c2ccc(F)cc2)O3)cc1	0.2
C[C@@H]1CCCCO[C@@H](CN(C)C(=O)C2CCCCC2)[C@@H](C)CN([C@H](C)CO)C(=O)c2cc(NC(=O)Nc3ccccc3)ccc2O1	0.1
Cc1ccc(S(=O)(=O)N[C@H]2CC[C@H](CC(=O)NCCN3CCCCC3)O[C@@H]2CO)cc1	1.4
C[C@@H]1CCCCO[C@@H](CN(C)C(=O)NC2CCCCC2)[C@H](C)CN([C@H](C)CO)C(=O)c2cc(NS(=O)(=O)c3ccccc3)ccc2O1	0.4
COc1ccc2c3c([nH]c2c1)[C@@H](CO)N(C(=O)C1CCC1)CC31CN(C(=O)NC(C)C)C1	1.5
C[C@H](O)C#Cc1cnc2c(c1)C(=O)N([C@H](C)CO)C[C@@H](C)[C@H](CN(C)Cc1cccc(C(=O)O)c1)O2	2.3
